# Source: PubChem BioAssay (National Center for Advancing Translational Sciences (NCATS))
# FEN1 inh = human FEN1 inhibition. Recombinant FEN1 flap cleavage, fluorescence, 15 min. Potency, µM (top dose mostly 114 µM), for inactives: at the highest dose activity change, negative = inhibition, usual class: inhibitors. actives 0.35% (n = 390,000). AID 588795; also: nearly all actives have a fitted effect of over 65% in size
#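 Recombinant FEN1 (10 nM) was preincubated with pin-transferred compounds for 15 min at room temperature, then flap DNA substrate (50 nM final) was added. Plates were read at 0 and 15 min, and normalized concentration–response data were fitted to a four-parameter Hill equation.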
# N370S GC = inhibitors or activators of N370S glucocerebrosidase for Gaucher disease; Potency, µM (highest dose often 59.4 µM), for inactives: at the highest dose activity change, negative = inhibition, usual class: inhibitors; P04062; actives 0.092% (n = 330,000); N370S GC spleen homogenate, 4MU-glucoside fluorescence;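 also: 0% = full enzyme activity and -100% = no enzyme basal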
# KAT2A inh = blocks human GCN5L2 histone acetyltransferase; GCN5L2 HAT assay, ThioGlo1 CoA-SH fluorescence; Potency, µM (top dose mostly 58.9 µM), for inactives: at the highest dose activity change, negative = inhibition, actives largely listed as inhibitors; actives 0.21% (n = 390,000); AID 504327
# Target sequence (Q92830 whole entry, looked up): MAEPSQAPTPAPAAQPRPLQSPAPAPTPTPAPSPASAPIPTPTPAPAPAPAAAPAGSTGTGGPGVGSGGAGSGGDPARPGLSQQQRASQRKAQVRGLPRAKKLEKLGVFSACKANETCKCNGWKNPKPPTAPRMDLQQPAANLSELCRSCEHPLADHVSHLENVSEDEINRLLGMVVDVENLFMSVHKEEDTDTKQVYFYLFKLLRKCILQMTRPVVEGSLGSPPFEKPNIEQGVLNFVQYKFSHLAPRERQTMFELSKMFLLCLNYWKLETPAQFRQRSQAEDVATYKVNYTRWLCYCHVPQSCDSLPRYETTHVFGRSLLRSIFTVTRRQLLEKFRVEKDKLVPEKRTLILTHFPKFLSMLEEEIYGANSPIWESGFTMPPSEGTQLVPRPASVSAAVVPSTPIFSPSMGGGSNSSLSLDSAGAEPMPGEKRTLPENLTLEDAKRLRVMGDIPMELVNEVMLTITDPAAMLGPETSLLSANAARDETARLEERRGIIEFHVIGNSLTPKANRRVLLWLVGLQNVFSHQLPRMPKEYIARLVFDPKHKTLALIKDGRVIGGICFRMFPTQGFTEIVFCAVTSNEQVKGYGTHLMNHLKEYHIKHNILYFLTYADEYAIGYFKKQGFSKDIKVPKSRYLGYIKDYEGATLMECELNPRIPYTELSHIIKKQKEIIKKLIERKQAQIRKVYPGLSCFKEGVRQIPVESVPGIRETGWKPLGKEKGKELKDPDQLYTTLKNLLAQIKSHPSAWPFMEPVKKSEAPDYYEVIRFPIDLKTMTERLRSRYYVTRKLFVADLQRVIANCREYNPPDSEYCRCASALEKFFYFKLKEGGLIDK
#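 qHTS, 1536-well. 20nM enzyme, pH 7.5 HEPES/EDTA/Tween-20 buffer; 15 min compound preinc., RT. Start: 75uM H3(1-25), 70uM AcCoA, 50uM ThioGlo1. Read Ex340/Em540 at t=0 (autofluorescence flag) and t=20 min.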
# Numbers without * were called inactive; ? = inconclusive; / = no result given; & = joins results of further samples; [ ] = remark or other dose. Calls follow the shape of the dose curve; as a rule, active = well fitted curve in the direction sought with a large enough effect; inconclusive = small, poorly fitted or top-dose-only effect, or another doubt; inactive = no such curve, though single readings can be large; an effect the other way counts as inactive or inconclusive. Unless noted, % is scaled to controls: 0 for no effect and ±100 for the full control effect; potency is read from the fitted curve at half-maximal effect. Not all compounds are listed. The share of hits here may be higher or lower than overall.
SMILES,FEN1 inh,N370S GC,KAT2A inh
Cc1cccc(N(CC(=O)NCCSc2ccccn2)S(=O)(=O)c2ccccc2)c1,2.5%,4.8%,-0.4%
CCOC(=O)c1[nH]c(C)c(/C(O)=C2\C(=O)C(=O)N(CCN(C)C)C2c2ccc(C)o2)c1C (stereo unspecified),4.1%,8.2%,-6.6%
CC(C)C[C@H](NC(=O)NCc1ccccc1Cl)C(=O)O,-18.4%,7.2%,-7.0%
O=C(c1cc(-c2cccc(Cl)c2)on1)N1CCN(c2ccc(F)cc2)CC1,4.5%,-4.3%,-5.8%
CCN(CC)CCNC(=O)c1ccc2c(c1)NC(=O)C(CS(=O)(=O)Cc1cccc(Br)c1)N2 (stereo unspecified),5.5%,/,-22.9%
Cc1noc(C)c1CCC(=O)NC1CCCN(Cc2ccc(CC(C)C)cc2)C1 (stereo unspecified),16.3%,-3.9%,-3.6%
COc1cccc(C(=O)c2c(C)c(CCC#N)n3ccccc23)c1OC,-11.8%,21.4%,-6.1%
CN(CC(=O)Nc1ccc(Cl)c(C(F)(F)F)c1)C(=O)/C=C/c1ccco1,-5.5%,19.0%,-1.5%
CSCCC(NS(=O)(=O)c1ccc2c(c1)OCCO2)C(=O)N(C)Cc1ccc(F)cc1 (stereo unspecified),-6.2%,-11.0%,-9.0%
CCC(=O)OC1(C(=O)CCl)[C@@H](C)C[C@H]2[C@@H]3CCC4=CC(=O)C=C[C@]4(C)[C@@]3(F)[C@@H](O)C[C@@]21C (stereo partly specified),-18.1%,-3.3%,-9.3%
COc1cccc(OC)c1C(=O)NC(=S)Nc1ccc2oc(-c3ccncc3)nc2c1,2.0%,-27.3%,2.3%
O=C1/C(=C/c2cccs2)NC(=S)N1C1CC1,-1.5%,11.7%,-3.5%
COc1cc(NC(=O)CSc2ccc(-c3cccnc3)nn2)cc(OC)c1,-7.1%,11.4%,-2.2%
CC(C)[N+]1(C)[C@@H]2CC[C@@H]1CC(OC(=O)C(CO)c1ccccc1)C2 (stereo partly specified),18.8%,-0.4%,-1.5%
CC(=O)c1c(C)[nH]c(C(=O)NC2CCSc3ccccc32)c1C (stereo unspecified),-1.1%,-6.4%,-21.1%
CCN1CCN(c2cc(C)c3cc(NC(=O)c4cc(OC)c(OC)c(OC)c4)ccc3n2)CC1,-33.5%,/,-13.2%
Cc1ccc(-c2nc3c4ccccc4n(CC(=O)N4CCN(c5ccc(F)cc5)CC4)c(=O)n3n2)cc1,18.0%,/,-2.6%
CCCn1nc(NC(=O)C2CCCO2)c2cc3cc(C)ccc3nc21 (stereo unspecified),18.2%,4.6%,-6.0%
O=C(COc1ccc(Br)cc1Cl)NC(=O)NCc1ccccc1,3.9%,7.0%,0.2%
COc1ccccc1CNC(=O)C(Cc1c[nH]c2ccccc12)NC(=O)OCc1ccccc1 (stereo unspecified),12.2%,4.2%,-12.0%
CSCC[C@H](NC(=O)NCc1ccccc1F)C(=O)O,2.3%,3.1%,2.9%
CC(=O)NC(CC(=O)Nc1cc(Cl)ccc1-n1cncn1)c1ccccc1 (stereo unspecified),3.6%,0.7%,1.8%
CC(C(=O)Nc1ccc2c(c1)OCCO2)N(C)Cc1c(F)cccc1Cl (stereo unspecified),-8.5%,-13.8%,-9.5%
COc1cc(NC(=S)NCCO)c(OC)cc1Cl,-1.7%,-1.7%,0.9%
Fc1ccc(CSc2ncnc3nc[nH]c23)cc1,14.9%,3.2%,-2.0%
CCOc1ccc(OCc2ccc(C(=O)N3CCc4ccccc4C3)o2)cc1,-27.9%,12.2%,2.5%
O=C1c2ccccc2C2=Nc3ccccc3SC(c3ccc(Cl)cc3)C12 (stereo unspecified),-0.6%,7.9%,-10.0%
CC(=O)c1cccc(NC(=O)/C=C/c2ccc(S(=O)(=O)N3CCOCC3)cc2)c1,-16.5%,/,-2.3%
O=C(CN1C(=O)C(=O)N(C2CCCC2)C1=O)Nc1ccc([N+](=O)[O-])cc1,0.9%,-11.1%,-2.0%
C[C@H](CO)N1C[C@H](C)[C@@H](CN(C)C(=O)Nc2ccc(C(F)(F)F)cc2)Oc2ccc(NC(=O)Cc3ccccc3)cc2C1=O,8.4%,/,-5.5%
C/C(=C/c1oc2ccc(O)cc2c1[N+](=O)[O-])N(C)C,15.8%,-2.9%,-9.0%[0.501 µM]
COc1ccc(N(CC(=O)N/N=C(\C)c2ccccc2)S(=O)(=O)c2ccccc2)cc1,-13.0%,-1.5%,-24.5%
Cc1ccc(NS(=O)(=O)c2cccc3cccnc23)c(Cl)c1,-10.5%,21.3%,-1.5%
Cc1ccc(NC(=O)c2oc3ccc(S(=O)(=O)N4CCCCC4)cc3c2C)cc1Cl,-0.4%,/,-6.7%
Cc1ccc(NC(=O)CSc2ccc(-c3ccco3)nn2)c(C)c1,6.3%,?,-6.8%
O=C(NCc1c(Cl)cccc1Cl)c1ccc2nnsc2c1,2.9%,1.5%,0.5%
Cc1cc2occ(CC(=O)OCC(=O)Nc3sc4c(c3C#N)CCC(C)C4)c2cc1C (stereo unspecified),-0.8%,6.2%,-10.4%
Cc1c(Cl)cccc1NC(=S)NCC(c1cccnc1)N(C)C (stereo unspecified),-5.2%,6.3%,-1.3%
Cc1cccc(Nc2nnc(-c3ccc(C)c(S(=O)(=O)N4CCCCC4)c3)c3ccccc23)c1,2.1%,/,8.1%
COc1cc(-c2cc(C(=O)N3CCCCCC3)c3ccccc3n2)cc(OC)c1OC,-2.7%,-0.3%,-3.3%
CCOC(=O)C1=C(N)Oc2cc(C)oc(=O)c2C1c1cccnc1 (stereo unspecified),0.5%,-17.8%,-8.8%
CC(C)(C)NS(=O)(=O)c1cnc(Cl)c(Cl)c1,-0.6%,-7.9%,-17.5%
COc1cc(S(=O)(=O)N(Cc2ccc(C)cc2)C2CCCCC2)ccc1-n1cnnn1,-0.8%,?,-9.4%
CCCCN(C)S(=O)(=O)c1ccc(C(=O)Nc2nnc(-c3ccco3)o2)cc1,1.2%,-2.7%,-13.6%
COc1ccc(/C=C/C(=O)Nc2ccc3nc(N4CCC(C)CC4)cc(C)c3c2)cc1OC,-7.4%,/,-15.6%
CCOCCCNC(=O)c1ccccc1SC,-1.8%,2.4%,3.4%
CC(C)c1cc(NCCCN2CCOCC2)n2c(nc3ccccc32)c1C#N,-7.5%,4.7%,-4.1%
CCOc1ccc(CCNC(=O)CN2CCN(Cc3ccccc3C)C2=O)cc1OCC,-2.2%,13.1%,6.0%
COc1ccc(-c2ccc(C(C)=O)cc2)cc1C1C2C=CCCC2(C)C(=O)N1Cc1ccccc1 (stereo unspecified),-6.8%,6.9%,/
CC(C)(C)CC(=O)NCCCCCCNC(=O)CC(C)(C)C,-2.4%,-7.8%,-3.0%
CC(=O)OC1CC(OC(C)=O)[C@]2(C)C(CC(=O)[C@]3(C)C2CC[C@@]2(C)C(C(=O)O)OC(=O)C4OC423)C1(C)C (stereo partly specified),/,-4.9%,14.1%
O=C(CS(=O)(=O)c1cccc2nsnc12)Nc1cc(F)ccc1F,-7.4%,/,-7.6%
CN(C(=O)COC(=O)c1cc2ccccc2cc1O)c1ccccc1,4.3%,/,-13.5%
Cn1c(N2CCC(C(N)=O)CC2)nc2c1c(=O)n(Cc1ccc(Cl)cc1)c(=O)n2C,-15.9%,-4.1%,-6.4%
COc1ccc(NC(=O)C(CC(C)C)NC(=O)c2ccccc2C)cn1 (stereo unspecified),-2.7%,16.1%,-3.1%
CCN(CC)C(=O)c1ccc2c(=O)n(Cc3ccc4c(c3)OCO4)c(=S)[nH]c2c1,-14.6%,-2.1%,-3.0%
Cc1cccc(C)c1NC(=O)CN(C)CC(=O)N(C)CC(=O)Nc1ccccc1Br,-2.5%,/,2.1%
Cc1cc(C(=O)COC(=O)c2ccc(N)cc2)c(C)n1-c1c(C)n(C)n(-c2ccccc2)c1=O,10.3%,-10.8%,4.2%
Cc1ccc(S(=O)(=O)CCC(=O)OCc2nc(N)nc(Nc3ccccc3C)n2)cc1,1.3%,-6.7%,-3.1%
Cc1noc(C)c1NC(=O)N(C)C[C@H]1Oc2c(NC(=O)C3CCCCC3)cccc2C(=O)N([C@H](C)CO)C[C@@H]1C,-16.8%,/,-3.8%

# In another format: entries from further up
canonical_smiles: Cc1cccc(C)c1NC(=O)CN(C)CC(=O)N(C)CC(=O)Nc1ccccc1Br
  FEN1 inh = -2.5%
  N370S GC = /
  KAT2A inh = 2.1%
canonical_smiles: Cc1cc(C(=O)COC(=O)c2ccc(N)cc2)c(C)n1-c1c(C)n(C)n(-c2ccccc2)c1=O
  FEN1 inh = 10.3%
  N370S GC = -10.8%
  KAT2A inh = 4.2%

# (further entries)
SMILES,FEN1 inh,N370S GC,KAT2A inh
COc1ccc(C(=O)CCC(=O)NCc2cc(OC)cc(OC)c2)cc1,-1.2%,-19.9%,-9.5%
Cc1ccc(OCCNC(=O)c2ccccc2N)cc1,-7.0%,-14.4%,-3.5%
N#Cc1cccc(NCC(=O)Nc2ccc3c(c2)OCCO3)c1,-1.8%,3.4%,-1.5%
COc1ccc2[nH]c(=O)c(CN(CCO)C(=O)c3ccccc3F)cc2c1,-6.9%,4.1%,0.4%
CCCCC(NC(C)=O)c1nc2ccccc2[nH]1 (stereo unspecified),-0.7%,5.9%,4.6%
Cc1ccc2c(CN3CCN(Cc4ccccc4)CC3)cc(=O)oc2c1C,-1.8%,6.9%,-5.8%
Cc1cccc(CC(=O)N2CCN=C2SCc2ccc([N+](=O)[O-])cc2)c1,4.0%,2.5%,-2.1%
Cc1cccc(NC(=O)CSc2ncnc3nc[nH]c23)c1,1.5%,8.8%,-14.6%
Cc1ccc(N2C(=O)N3[C@H](c4ccc(F)cc4)[C@@H]4C(=O)N(C5CCCCC5)C(=O)[C@@H]4[C@]3(Cc3ccccc3)C2=O)cc1,-12.9%,3.1%,-10.9%
COc1ccc(NS(=O)(=O)c2cccc(C(=O)NNC(=O)c3ccc(O)c(Cl)c3)c2)cc1,-14.6%,/,-1.0%
CCN1CCN(C(c2cccs2)C(C)NC(=O)CC(C)C)CC1 (stereo unspecified),0.7%,3.1%,-3.6%
CSc1ncccc1C(=O)OCC(=O)NCc1cccs1,4.7%,/,0.3%
O=C(CCN1C(=O)S/C(=C\c2ccc(F)cc2)C1=O)Nc1ccc(O)cc1C(=O)O,8.2%,?,-17.9%
N#CC1(P(=O)(c2ccccc2)c2ccccc2)CCCC1,6.7%,10.9%,-3.0%
C/C(=N\NC(=O)C(O)c1ccccc1)c1cccnc1 (stereo unspecified),-1.1%,-3.9%,-29.0%

# Sorted by value in N370S GC (descending): 4 of the compounds above.
canonical_smiles	N370S GC	KAT2A inh
N#CC1(P(=O)(c2ccccc2)c2ccccc2)CCCC1	10.9%	-3.0%
N#Cc1cccc(NCC(=O)Nc2ccc3c(c2)OCCO3)c1	3.4%	-1.5%
Cc1cccc(CC(=O)N2CCN=C2SCc2ccc([N+](=O)[O-])cc2)c1	2.5%	-2.1%
Cc1ccc(OCCNC(=O)c2ccccc2N)cc1	-14.4%	-3.5%

# (continued)
SMILES,FEN1 inh,N370S GC,KAT2A inh
O=C(CSc1nc2ccsc2c(=O)n1Cc1ccccc1)NCC1CCCO1 (stereo unspecified),-2.3%,5.3%,2.1%
COc1ccc2c(c1)c1c(c(=O)n(Cc3ccccc3)c(=O)n1CC(=O)Nc1cc(C)cc(C)c1)n2C,-2.8%,/,-2.9%
COc1ccc(-n2ncc3c(=O)n(CC(=O)Nc4ccc(S(=O)(=O)N5CCOCC5)cc4)cnc32)cc1,12.0%,-12.0%,-10.0%
Cc1c(O)cccc1C(=O)N[C@@H](CSc1ccccc1)[C@H](O)CN1C[C@H]2CCCC[C@H]2C[C@H]1C(=O)NC(C)(C)C,13.3%&-16.1%,?,-13.6%&52.3%
CC(C)C[C@H](NC(=O)[C@H](C)NC(=O)CNC(=O)[C@H](CCCCN)NC(=O)[C@H](CCCN=C(N)N)NC(=O)[C@H](C)NC(=O)[C@H](Cc1ccccc1)NC(=O)[C@@H](N)CCCN=C(N)N)C(=O)N[C@@H](CCCN=C(N)N)C(=O)N[C@@H](CCC(N)=O)C(=O)N[C@@H](CCCCN)C(=O)N[C@@H](CC(N)=O)C(=O)N[C@H](C(N)=O)C(C)C,/,-0.6%,-14.8%
COc1ccc(-c2ccc(CCC(=O)O)n2Cc2ccco2)cc1,3.7%,-10.4%,19.4%

# For convenience, some entries already given:
SMILES,FEN1 inh,N370S GC,KAT2A inh
Cc1c(O)cccc1C(=O)N[C@@H](CSc1ccccc1)[C@H](O)CN1C[C@H]2CCCC[C@H]2C[C@H]1C(=O)NC(C)(C)C,13.3%&-16.1%,?,-13.6%&52.3%
CC(C)C[C@H](NC(=O)[C@H](C)NC(=O)CNC(=O)[C@H](CCCCN)NC(=O)[C@H](CCCN=C(N)N)NC(=O)[C@H](C)NC(=O)[C@H](Cc1ccccc1)NC(=O)[C@@H](N)CCCN=C(N)N)C(=O)N[C@@H](CCCN=C(N)N)C(=O)N[C@@H](CCC(N)=O)C(=O)N[C@@H](CCCCN)C(=O)N[C@@H](CC(N)=O)C(=O)N[C@H](C(N)=O)C(C)C,/,-0.6%,-14.8%
